Growth percent in the NCI-60 one-dose screen (48 h, 10 µM unless noted): 100 = growth as untreated, 0 = no growth, -100 = all killed.
MDA-MB-468: MDA-MB-468 breast cancer | hit rate 8.5% among 78,000 | AID 2202374
MCF7: MCF7 breast cancer. hit rate 6.3% among 82,000. AID 1794796
K-562: K-562 leukemia; hit rate 7.4% among 78,000
T-47D: T-47D breast cancer. hit rate 5% among 79,000
BT-549: BT-549 breast cancer. hit rate 4.4% among 78,000. AID 1794793
MDA-MB-231: MDA-MB-231 breast cancer | AID 1794789 | hit rate 5% among 81,000
HS 578T: HS 578T breast cancer; hit rate 4.1% among 78,000
SR: SR leukemia cells | AID 1794780 | hit rate 8.7% among 73,000
The depositor's hits bear a star; . = no result given; & = joins results of further samples; [ ] = dose if it differs, or a comment. Rule for the calls: active = growth percent below 10; inactive = the rest. Compounds were not picked by outcome. Share with any hit: about 13%.

#1 CCC(=O)OCC(=O)[C@@]1(OC(=O)CC)[C@H](C)CC2C3C([C@@H](O)C[C@@]21C)[C@@]1(C)C=CC(=O)C=C1C[C@H]3Cl (some centres not stated)
#2 COC(=O)c1ccc(O)c(CN2CCN(c3cc4c(cc3F)c(=O)c(C(=O)O)cn4C3CC3)CC2)c1
#3 CCCCNc1ccc2nnc(C)n2n1
#4 CC(C)(C)N1CCC1CN (configuration not stated)
#5 COC(=O)c1c2c(c[n+]([O-])c1C)C(=O)C(NCc1ccccc1)=CC2=O
#6 COc1cc2c(c(OC)c1OC)C(=O)CC(c1cccc(NC(=O)c3cccc(NC(=O)[C@H](C)N)c3)c1)O2 (some centres not stated)
#7 O=C(O)COc1ccc(F)cc1[N+](=O)[O-]
#8 COc1cc(C)c2sc3ccccc3c(=O)c2c1NCCN(C)C

assay / entry	1	2	3	4	5	6	7	8
MDA-MB-468	112	95	83	97	-58*	66	96	49
MCF7	.	95	95	126	-58*	66	96	22
K-562	120	109	98	135	1.4*	64	99	-1.2*
T-47D	112	104	85	96	-32*	47	98	78
BT-549	75	.	101	118	-89*	80	91	94
MDA-MB-231	86	112	99	116	-4.0*	69	105	28
HS 578T	121	100	83	117	-15*	94	106	59
SR	.	110	114	101	2.6*	54	95	3.6*

#9 CN(C)Cc1c(-c2cccc(OC(F)(F)F)c2)[nH]c2ccc(N3CCCC3)cc2c1=O
#10 N#Cc1c(-c2ccc(Cl)cc2)nc(SCc2ccc(F)cc2)nc1N1CCNCC1
#11 CCCCCCC(=O)/C=C/c1ccc(OC)c(OC)c1
#12 O=C1c2ccccc2C(=O)N1CNc1cccc(NCN2C(=O)c3ccccc3C2=O)c1
#13 NC(N)=N/N=C/CO
#14 O=S(=O)(Nc1ccccn1)c1ccc(N=Nc2ccc(O)c3ncccc23)cc1
#15 CSc1nc2sc3cccc(Cl)c3n2c(=N)c1C#N
#16 CNS(=O)(=O)c1ccc2ccccc2c1

assay / entry	9	10	11	12	13	14	15	16
MDA-MB-468	85	-62*	89	108	107	4.5*	90	106
MCF7	52	-19*	97	100	98	5.0*	88	102
K-562	44	-35*	103	99	99	6.5*	106	116
T-47D	92	71	100	109	108	-6.2*	84	96
BT-549	73	101	105	99	97	1.2*	97	102
MDA-MB-231	81	16	109	115	111	-2.1*	90	99
HS 578T	72	83	119	104	112	13	98	.
SR	73	-49*	121	89	92	0.5*	.	100

#17 Cc1ccc(NC(=O)NC2OC(=O)c3ccccc32)cc1 (configuration not stated)
#18 Cc1cccc2nnc(-c3ccccc3)n12
#19 O=c1cc(C(F)(F)F)[nH]n1-c1nc2ccccc2[nH]1
#20 CC1=CC(=O)C(/C(C)=N/NC(=O)c2ccccc2NC(=O)c2ccccc2)C(=O)O1 (configuration not stated)
#21 COc1ccc(-c2nc(-c3ccc(OC)cc3)c3ccccc3n2)cc1
#22 C=C(C)[C@@H]1CC[C@]2(COCCC#N)CC[C@]3(C)[C@H](CC[C@@H]4[C@@]5(C)Cc6c([nH]c7ccccc67)C(C)(C)[C@@H]5CC[C@]43C)[C@@H]12
#23 COc1cc2oc(-c3cccc(NC(=O)c4cccc([N+](=O)[O-])c4)c3)cc(=O)c2c(OC)c1OC
#24 Cn1c(-c2ccc(Br)cc2)c(O)c(=O)c2c(F)cccc21

assay / entry	17	18	19	20	21	22	23	24
MDA-MB-468	109	106	81	96	91	115	-1.0*	40
MCF7	98	97	84	80	82	81	43	37
K-562	104	100	82	83	94	100	60	100
T-47D	103	115	81	79	70	82	54	58
BT-549	107	99	91	114	93	95	60	71
MDA-MB-231	109	95	125	77	87	109	41	54
HS 578T	113	146	96	96	116	91	-10*	85
SR	89	93	79	87	93	95	55	102

13 entries from above, with values under each structure.
Values run as follows: MDA-MB-468, MCF7, K-562, T-47D, BT-549, MDA-MB-231, HS 578T, SR
#12 O=C1c2ccccc2C(=O)N1CNc1cccc(NCN2C(=O)c3ccccc3C2=O)c1
→ 108, 100, 99, 109, 99, 115, 104, 89
#13 NC(N)=N/N=C/CO
→ 107, 98, 99, 108, 97, 111, 112, 92
#14 O=S(=O)(Nc1ccccn1)c1ccc(N=Nc2ccc(O)c3ncccc23)cc1
→ 4.5*, 5.0*, 6.5*, -6.2*, 1.2*, -2.1*, 13, 0.5*
#15 CSc1nc2sc3cccc(Cl)c3n2c(=N)c1C#N
→ 90, 88, 106, 84, 97, 90, 98, .
#16 CNS(=O)(=O)c1ccc2ccccc2c1
→ 106, 102, 116, 96, 102, 99, ., 100
#17 Cc1ccc(NC(=O)NC2OC(=O)c3ccccc32)cc1 (configuration not stated)
→ 109, 98, 104, 103, 107, 109, 113, 89
#18 Cc1cccc2nnc(-c3ccccc3)n12
→ 106, 97, 100, 115, 99, 95, 146, 93
#19 O=c1cc(C(F)(F)F)[nH]n1-c1nc2ccccc2[nH]1
→ 81, 84, 82, 81, 91, 125, 96, 79
#20 CC1=CC(=O)C(/C(C)=N/NC(=O)c2ccccc2NC(=O)c2ccccc2)C(=O)O1 (configuration not stated)
→ 96, 80, 83, 79, 114, 77, 96, 87
#21 COc1ccc(-c2nc(-c3ccc(OC)cc3)c3ccccc3n2)cc1
→ 91, 82, 94, 70, 93, 87, 116, 93
#22 C=C(C)[C@@H]1CC[C@]2(COCCC#N)CC[C@]3(C)[C@H](CC[C@@H]4[C@@]5(C)Cc6c([nH]c7ccccc67)C(C)(C)[C@@H]5CC[C@]43C)[C@@H]12
→ 115, 81, 100, 82, 95, 109, 91, 95
#23 COc1cc2oc(-c3cccc(NC(=O)c4cccc([N+](=O)[O-])c4)c3)cc(=O)c2c(OC)c1OC
→ -1.0*, 43, 60, 54, 60, 41, -10*, 55
#24 Cn1c(-c2ccc(Br)cc2)c(O)c(=O)c2c(F)cccc21
→ 40, 37, 100, 58, 71, 54, 85, 102

Remaining list, next part:
#25 OC(COc1ccccc1Cl)CN1CCOCC1 (configuration not stated)
#26 O=C(Nc1ccccc1)NS(=O)(=O)c1c[nH]c(=S)[nH]c1=O
#27 NC(N)=N/N=C/c1ccc(O)cc1
#28 COc1ccc(C/C(C)=C(\c2ccccc2)c2ccc(OCCN)cc2)cc1
#29 O=C1Nc2ccc(Cl)cc2/C1=C/c1c[nH]c2ccc(F)cc12
#30 CCCCSc1ccc2nc(-c3ccc(OCCCN=C(N)N)cc3)cn2c1
#31 COc1ccc(C2=C(c3cn(C)c4ccccc34)C(=O)NC2)cc1OC
#32 NS(=O)(=O)c1ccc(CN/C=C/C(=O)c2cc3ccccc3oc2=O)cc1

assay / entry	25	26	27	28	29	30	31	32
MDA-MB-468	117	112	95	102	53	36	88	83
MCF7	95	100	94	93	37	47	82	85
K-562	112	103	99	96	62	33	64	103
T-47D	119	75	101	96	58	91	.	89
BT-549	105	92	108	134	113	54	82	93
MDA-MB-231	100	105	127	102	67	51	78	84
HS 578T	121	108	98	106	68	35	98	81
SR	.	87	106	97	48	86	30	91

#33 COc1ccc(/C=C\c2cc(OC)c(OC)c(OC)c2)c(NS(=O)(=O)c2ccc(C(C)(C)C)cc2)c1O
#34 COc1ccc(C(c2ccccc2)c2ccc(OC)cc2)cc1
#35 Cc1c(-c2ccc(Cl)cc2)n[nH]c1-c1[nH]nc(-c2ccc(Cl)cc2)c1C
#36 Cc1c(O)c2c(c(C)c1CCO)C(O)C(C)(CO)C2O (configuration not stated)
#37 CCCCCCCC/C=C\CCCCCCCCCCCC(=O)O
#38 CC(C)(C)[N+](Cc1ccccc1)(Cc1ccccc1)Cc1ccccc1
#39 Nc1cc(=O)[nH][nH]1
#40 O=C(O)CCC/C=C\C[C@H]1C=CC(=O)/C1=C/C[C@@H](O)C/C=C\CC(F)(F)F

assay / entry	33	34	35	36	37	38	39	40
MDA-MB-468	39	102	103	109	.	116	97	69
MCF7	10	93	92	98	106	101	102&109	41
K-562	13	88	82	94	91	95	95&101	62
T-47D	72	70	.	110	107	93	95&116	57
BT-549	38	.	101	.	100	101	106&112	98
MDA-MB-231	8.4*	101	.	101	108	106	94&143	98
HS 578T	35	106	91	105	112	99	93&97	97
SR	16	92	.	94	96	92	106&88	58

#41 CCS(=O)(=O)C(C1CCCCC1)S(=O)(=O)CC
#42 CC1=C([Se]CC(OC(=O)[C@@H](CSSC(C)(C)C)NC(=O)C(C)(C)C)C(=O)NCCCCCC(=O)OCc2ccccc2)C(=O)c2ccccc2C1=O (some centres not stated)
#43 C1CCC(CCOCCC2CCCCC2)CC1
#44 O=C(Nc1cccc(C(F)(F)F)c1)Nc1ccc(OCc2nnc(-c3ccccc3)o2)c(F)c1
#45 O=C(O)C(c1ccccc1)S(=O)(=O)O (configuration not stated)
#46 Cc1nc2ccccc2n1C(=O)/C=C/c1ccccc1
#47 Cc1nn(-c2ccc(C#N)cc2)c(C)c1N=Nc1ccccc1
#48 O=C(c1ccc(Cl)cc1)c1cccc(O)c1

assay / entry	41	42	43	44	45	46	47	48
MDA-MB-468	101	-22*	94	.	97	99	105	108
MCF7	101	30	101	25	102	94	77	105
K-562	94	7.9*	102	22	120	97	89	57
T-47D	98	18	.	21	99	104	79	.
BT-549	92	-64*	.	30	103	106	105	110
MDA-MB-231	107	-15*	93	43	105	106	87	112
HS 578T	97	14	89	39	101	94	92	111
SR	.	29	98	5.9*	105	99	95	107

#49 O=C(CCCCCCNC(=O)c1cc(=O)c(O)co1)Nc1ccccc1
#50 CN(C)C1(Cc2ccccc2)c2ccccc2-c2ccccc21
#51 COc1ccc(NC(=O)Nc2cccc(-c3ccc(N4CCOCC4)nn3)c2)cc1F
#52 COc1cc(CNC(=O)CCCC/C=C/C(C)C)ccc1OCc1cn(-c2ccccc2OC)nn1
#53 COc1ccc(/C(=C\c2cc(OC)c(OC)c(OC)c2)C(=O)Nc2nc3ccc(N)cc3s2)cc1OC
#54 Cc1[nH]c(-c2nc3ccccc3[nH]2)c(C)c1C(=O)NNc1ccc(Cl)cc1
#55 CCN(CCO)CCCC(C)Nc1ccnc2cc(Cl)ccc12 (configuration not stated)
#56 COc1ccc(-c2cc(-c3ccc(N(C)C)cc3)n3c(n2)nc2ccccc23)cc1

assay / entry	49	50	51	52	53	54	55	56
MDA-MB-468	109	77	75	88	115	85	106&103	51
MCF7	95	95	87	96	95	88	95	41
K-562	93	.	75	76	.	94	98&111	21
T-47D	104	87	48	75	89	85	105&100	2.3*
BT-549	115	96	97	92	103	105	110&93	40
MDA-MB-231	101	83	104	83	76	79	86&58	75
HS 578T	97	90	94	93	107	93	101&111	82
SR	98	.	71	77	83	89	98	51

#57 CCOC(=O)CC1CSC(N/N=C/c2ccc(F)cc2)=N1 (configuration not stated)
#58 Cn1ccc2c1[C@H](c1cc3ccccc3n1C)C[C@@H]1C(=O)N(c3ccccc3)C(=O)[C@H]21
#59 Clc1nc(NCCc2ccccc2)c2cn[nH]c2n1
#60 CSCCC(NC(=O)COc1ccc(Cl)cc1Cl)C(=O)O (configuration not stated)
#61 Cc1ccccc1NC(=S)NC(=O)c1ccccc1
#62 COc1cc2oc(-c3cccc(NC(=O)c4cc([N+](=O)[O-])ccc4Br)c3)cc(=O)c2c(OC)c1OC
#63 C=C(C)[C@@H]1CC[C@]2(C(=O)NNC(=O)c3ccncc3)CC[C@]3(C)[C@H](CC[C@@H]4[C@@]5(C)CCCNC(C)(C)[C@@H]5CC[C@]43C)[C@@H]12
#64 CCOC(=O)n1c2ccccc2c(=O)n1CCO

assay / entry	57	58	59	60	61	62	63	64
MDA-MB-468	103	94	96	100	37	43	106	.
MCF7	98	94	87	102	25	31	98	91
K-562	104	102	92	118	98	44	96	103
T-47D	100	109	73	106	64	90	110	86
BT-549	128	104	96	83	96	102	100	89
MDA-MB-231	113	96	85	125	100	56	103	96
HS 578T	110	90	43	.	98	100	108	114
SR	99	108	95	95	95	36	90	101

#65 Nc1c[nH]c2ccccc12
#66 O=[N+]([O-])c1ccc(N2CCOCC2)cc1
#67 CS(=O)(=O)c1ccc(-c2cnc3ccc(-c4cccc(C(F)(F)F)c4)nn23)cc1
#68 C=C(C)C#CC1(O)C=C(OC)C(OC)=CC1=O (configuration not stated)
#69 CC(C)CCNC(=O)Cn1ccc(Nc2ccccc2)cc1=O
#70 CCCCCCCC(C)(N)C(=O)O (configuration not stated)
#71 Cc1nc(N)c(N=O)c(=O)[nH]1
#72 O=C1Nc2ccc(Cl)cc2/C1=N/N=C/c1ccc2c(c1)OCCO2

assay / entry	65	66	67	68	69	70	71	72
MDA-MB-468	91	105	28	79[100 µM]	.	96	93	106
MCF7	67	100	26	85[100 µM]	93	91	99	91
K-562	103	99	34	91[100 µM]	99	108	102	90
T-47D	87	98	23	91[100 µM]	98	99	100	92
BT-549	107	104	66	98[100 µM]	95	104	96	106
MDA-MB-231	74	105	74	114[100 µM]	114	108	114	92
HS 578T	.	.	42	90[100 µM]	104	105	105	95
SR	.	85	24	92[100 µM]	86	99	102	93

#73 O=C1CN(/C=C(\c2ccccc2)S(=O)Cc2ccccc2)C(=S)N1 (configuration not stated)
#74 CCOC(=O)C1=NN(c2ccccc2)C(=O)/C1=C\N1CC(=O)NC1=S
#75 C#CCOc1ccc(/C=N\Nc2nc(-c3ccc(Br)cc3)cs2)cc1OC
#76 Cc1cc(N=Cc2ccc(Cl)cc2)c(N=Cc2ccc(Cl)cc2)cc1C

assay / entry	73	74	75	76
MDA-MB-468	110	106	57	58
MCF7	102	94	35	64
K-562	101	103	64	30
T-47D	103	87	62	64
BT-549	107	97	78	117
MDA-MB-231	116	104	78	82
HS 578T	105	92	123	101
SR	89	83	86	69

High-throughput results: PubChem BioAssay, NCI
